Compound activity from PubChem.
IDE cell inh: cellular human IDE inhibition; P14735; HEK cells, FAbetaB cleavage, fluorescence polarization; inhibition, % at 5.59 µM; 320,000 tested, 0.41% active; AID 434962;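 active means percent inhibition above the average of all tested compounds plus 3 SD, set per screening campaign, cut at about 16% in these data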;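 further: IDE supplied by intact live HEK cells; FP after avidin binding of uncleaved biotin substrate so inhibition keeps polarization high; 0% = DMSO wells and 100% = 60 µM reference IDE inhibitor Ii1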
Target sequence (P14735 whole entry, looked up): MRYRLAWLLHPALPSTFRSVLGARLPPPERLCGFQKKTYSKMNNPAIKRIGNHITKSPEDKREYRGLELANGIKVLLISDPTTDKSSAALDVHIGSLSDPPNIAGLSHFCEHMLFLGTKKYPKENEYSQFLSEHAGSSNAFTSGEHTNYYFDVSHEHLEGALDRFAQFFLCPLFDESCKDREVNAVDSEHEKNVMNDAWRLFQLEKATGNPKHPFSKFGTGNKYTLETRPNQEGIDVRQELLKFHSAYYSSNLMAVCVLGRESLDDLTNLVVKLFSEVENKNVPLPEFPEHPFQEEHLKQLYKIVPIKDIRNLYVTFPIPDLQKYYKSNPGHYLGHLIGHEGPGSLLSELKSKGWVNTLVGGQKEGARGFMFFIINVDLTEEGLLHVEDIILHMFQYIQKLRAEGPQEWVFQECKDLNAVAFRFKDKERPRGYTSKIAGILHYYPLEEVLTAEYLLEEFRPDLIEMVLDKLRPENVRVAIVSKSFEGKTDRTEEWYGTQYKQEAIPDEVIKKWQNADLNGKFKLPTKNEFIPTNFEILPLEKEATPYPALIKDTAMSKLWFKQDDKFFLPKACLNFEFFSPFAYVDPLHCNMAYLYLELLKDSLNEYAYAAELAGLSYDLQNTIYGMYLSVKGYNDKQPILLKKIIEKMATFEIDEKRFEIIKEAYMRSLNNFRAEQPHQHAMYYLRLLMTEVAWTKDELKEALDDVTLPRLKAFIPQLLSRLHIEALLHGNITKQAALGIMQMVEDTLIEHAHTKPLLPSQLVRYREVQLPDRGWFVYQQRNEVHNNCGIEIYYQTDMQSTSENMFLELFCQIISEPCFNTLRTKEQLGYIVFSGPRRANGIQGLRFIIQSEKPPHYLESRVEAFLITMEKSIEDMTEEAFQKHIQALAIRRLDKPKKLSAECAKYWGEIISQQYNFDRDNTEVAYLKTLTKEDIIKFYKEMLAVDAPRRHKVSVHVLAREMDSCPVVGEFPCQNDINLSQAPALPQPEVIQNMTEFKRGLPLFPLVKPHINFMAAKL
CHRM5 PAM: CHRM5 positive allosteric modulation | activation, % at 3 µM | CHO-K1 hM5, Fluo-8 calcium, ACh EC20 PAM; 0% = ACh EC20, 100% = ACh EC100 | P08912 | 360,000 tested, 0.3% active | AID 624038;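 active means activation above the run cutoff, the mean activation of all test compounds plus 3 SD, cut at about 18% in these data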
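Measured by: Fluo-8 calcium fluorescence; material: human M5 receptor in CHO-K1 cells; schedule: Post-acetylcholine fluorescence recording 140 s; benchmarks: low control EC20 acetylcholine (0%), high control EC100 acetylcholine (100%); read-out: Max/basal fluorescence ratio as % of EC20–EC100 ACh window; compound: single dose, 3 µM nominal final test concentration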
CHRM4 agonist: CHRM4 agonism in calcium assay; 360,000 tested, 0.14% active; activation, % at 3 µM; CHO-K1 hM4/Gqi5, Fluo-8 calcium fluorescence; vehicle 0%, full acetylcholine response 100%; P08173;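 active means activation above the run mean over all test wells plus 3 SD, cut at about 32% in these data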;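 further: peak over basal fluorescence ratio per well then scaled between controls; 0% = DMSO wells and 100% = acetylcholine at EC100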
M4 PAM: potentiates acetylcholine response at human M4 receptor; P08173; CHO-K1 hM4/Gqi5, Fluo-8 calcium fluorescence, ACh EC20; 0% = ACh EC20, 100% = maximal ACh; activation, % at 3 µM; 360,000 tested, 0.4% active;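 active means activation above its plate's cutoff, the mean activation of sample wells plus 3 SD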; further: some results filed as inactive read as strong as hits
M4 antag: blocks acetylcholine activation of human M4 receptor; CHO-hM4 cells, ACh EC80, Fluo-8 calcium fluorescence; P08173; 360,000 tested, 0.73% active; inhibition, % at 3 µM; AID 624125;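 active means inhibition above its plate's cutoff, the mean inhibition of sample wells plus 3 SD, cut at about 27% in these data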;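 further: 0% = acetylcholine EC80 with DMSO and 100% = DMSO without agonist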
CRFR2-BP antag: CRF-BP/CRF-R2 complex antagonism; HEK293 CRF-R2/CRF-BP, CRF-induced calcium fluorescence; inhibition, % at 11.8 µM; 350,000 tested, 0.59% active; AID 588475;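 active means inhibition of the ligand-induced calcium signal above about 50% at the single tested concentration, limit read from the data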
CHRM5 antagonist: CHRM5 antagonism in calcium assay | 360,000 tested, 0.59% active | P08912 | inhibition, % at 3 µM | AID 624040 | CHO-hM5 cells, Fluo-8 calcium fluorescence, ACh EC80;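 active means inhibition above a per-plate cutoff, the mean of that plate's test compounds plus 3 SD, cut at about 27% in these data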;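 further: 0% = acetylcholine EC80 with DMSO and 100% = DMSO without agonist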
M5 ag: CHRM5 agonism in calcium assay; CHO-K1 hM5 cells, Fluo-8 calcium fluorescence; 0% DMSO wells, 100% maximal acetylcholine response; activation, % at 3 µM; P08912; 360,000 tested, 0.19% active;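 active means activation above the run's mean over test compounds plus 3 SD, cut at about 23% in these data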;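 further: signal is peak over basal fluorescence ratio across the kinetic read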
CRFBP-R2 agonist: agonists of human CRF-binding protein/CRF-R2 receptor complex; activation, % at 13.2 µM; HEK293 CRF-R2/CRF-BP, calcium dye fluorescence (FLIPR); percent of saturating CRF peptide response; 350,000 tested, 0.46% active;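 active means activation of at least 50%, plus an integration ratio under a set limit after plate pattern correction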;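 further: plate controls were neutral control wells without compound for no effect and CRF at EC100 for full effect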
Numbers without * were called inactive; x = not tested or not shown.

SMILES	IDE cell inh	CHRM5 PAM	CHRM4 agonist	M4 PAM	M4 antag	CRFR2-BP antag	CHRM5 antagonist	M5 ag	CRFBP-R2 agonist
C=CC[N+]1(C)CC[C@]23c4c5ccc(O)c4O[C@H]2C(=O)CC[C@@]3(O)[C@H]1C5 (stereo partly drawn)	2	2	1	-3	8	-6	2	1	-0.7
O=C(c1ccccc1F)c1cn(CC(=O)N2CCCCC2)c2ccccc12	-3	-5	0	9	-15	-2	5	0	-1.7
O=S(=O)(c1cc(Cl)cc(Cl)c1)N1Cc2cc(-c3ccccc3)ccc2-n2nncc2C1	x	2	0	-1	-3	x	0	1	x
OCCN1C2CCC1CC(O)(c1ccc(F)cc1)C2 (stereo not drawn)	-1	-1	2	13	6	7	5	0	-2.0
CCOC(=O)C12C(=O)OCC1C2c1ccccc1 (stereo not drawn)	x	0	1	5	2	x	2	2	x
Clc1cc(Cl)c(-c2cc(Cl)c(Cl)cc2Cl)cc1Cl	1	0	1	-4	-5	-14	4	3	0.4
c1cc(OCCN2CC2)ccn1	x	3	0	-2	-6	9	10	1	5.6
COC(=O)C1=C(c2ccc(F)cc2OCc2ccccc2)C[C@@H]2CC[C@H]1N2C(=O)NCc1ccc(C)cc1	-3	-30	8	-6	0	7	19	-5	2.0
CCOc1cccc(C2NCc3ccccc3-n3cccc32)c1O (stereo not drawn)	-4	-1	4	10	-4	-9	4	-1	0.2
O=C(NC1CC1)C1CSC(c2cccnc2)=N1 (stereo not drawn)	0	1	0	-4	7	7	5	-2	0.9
CCCCn1c(O)c(C(C)=NCCCn2ccnc2)c(=O)[nH]c1=O	3	2	0	-3	4	18	-2	-2	-0.3
O=C(Nc1ccc(F)cc1F)c1cccn(Cc2ccccc2)c1=O	7	-8	4	-1	4	-6	-2	-1	0.2
CC12CCC(=O)C=C1CCC1C2CCC2(C)C(O)(C(=O)CO)CCC12O (stereo not drawn)	x	-2	2	-2	1	-3	15	2	-0.9
c1ccc2oc(N3CCNCC3)nc2c1	3	-2	0	-1	-3	2	5	-11	-1.8
C=CCN1C(=O)C2(C(C(=O)OCC)=C(N)Oc3ccccc32)c2c1c1ccccc1oc2=O (stereo not drawn)	2	6	3	21	-6	14	-3	5	-0.5
CC(=O)C1(c2ccccc2)CCNCC1	8	0	0	1	3	2	0	-4	-2.1
CC(=O)c1cc(C(C)=O)c(C)[n+](C)c1C	6	-4	0	-4	-11	2	10	-1	0.0
C[C@]12CCC3C(CC[C@H]4C[C@H](O)CC[C@]34C)C1CCC2=O (stereo partly drawn)	5	-5	7	-5	6	-14	11	0	4.4
Cc1cc(C(=O)C[N+]23CCN(CC2)CC3)c(C)n1-c1ccc(Br)cc1	-3	9	0	-12	1	3	-3	-8	1.3
CC(=O)N1CCN(CCN=Cc2c(O)n(-c3ccc(C)cc3)c(=S)[nH]c2=O)CC1	-1	0	0	-2	6	8	6	-3	-0.3
CN(C)C1(c2nnnn2CCOC(=O)Nc2ccc(Cl)cc2)CCCCC1	-1	-10	0	-6	-6	-1	8	-3	0.3
CN1CCN(/N=C/c2c(O)n(Cc3ccc(F)cc3)c(=O)[nH]c2=O)CC1	-3	4	1	0	0	9	-4	-4	-2.6
CCCc1nnc(NC(=O)CCC(=O)N2CCN(CCOC(c3ccccc3)c3ccccc3)CC2)s1	-2	-1	2	0	-4	37	-2	-6	-4.7
CSc1ncc(Cl)c(C(=O)O)n1 (tested in a mixture with another compound)	-1	0	0	6	7	12	-1	-2	-0.6
CCCCn1c(O)c(C(CC)=Nc2ccc(OCC)cc2)c(=O)[nH]c1=O	2	1	0	0	1	-10	5	-2	0.1
(more compounds)
SMILES	IDE cell inh	CHRM5 PAM	CHRM4 agonist	M4 PAM	M4 antag	CRFR2-BP antag	CHRM5 antagonist	M5 ag	CRFBP-R2 agonist
COC(=O)C1=C(c2ccc3ccccc3c2)C[C@@H]2CC[C@H]1N2C(=O)NCCCOC(C)C	-1	-3	1	-1	2	8	6	-2	-1.2
Cc1ccc(-c2cc(-c3ccc(C)cc3)[n+](-c3ccc(C(=O)O)cc3)c(-c3ccc(C)cc3)c2)cc1	5	7	0	3	-11	7	7	-2	-1.0
CN(C)C(=O)Oc1ccc(OCc2n(C)c3ccccc3[n+]2C)cc1	1	-3	0	-8	0	18	6	-4	0.0
CCCC1(CCC)C(=O)NC(=NCc2ccccc2)NC1=O	-2	-10	0	-6	2	0	8	-1	-1.8
O=C(Cc1ccccc1F)N1CCN(CC(=O)N2CCCC2)CC1	2	5	0	3	3	9	9	-2	0.2
C[n+]1c2ccccc2nc2ccc(NCCO)cc21	6	-6	1	1	-18	-10	-1	0	1.1
Cc1cc(OCC(=O)N2CCC(C(=O)O)(c3ccccc3)CC2)c2c(C)cc(=O)oc2c1	6	-6	4	-1	0	7	5	4	4.1
CC(C)C1C(C#N)=C(N)Oc2c1c(=O)oc1ccccc21 (stereo not drawn)	x	0	0	6	-6	-3	-7	1	0.0
CCc1ccc(N2C(=O)NC(=O)/C(=C\c3cc(C)n(-c4cc(C(=O)O)cc(C(=O)O)c4)c3C)C2=O)cc1	-1	6	2	18*	-14	-6	-3	-1	-0.8
CCOC(=O)[C@@]1(C#N)C(c2ccc(Cl)c(Cl)c2)[C@H](C(N)=O)N2C=C(C(C)=O)C=C[C@H]21 (stereo partly drawn)	6	1	2	11	0	2	-4	0	4.8
CC(=O)N1CC(=O)Nc2ccc(Cl)cc2C1c1ccccc1 (stereo not drawn)	-3	-1	1	-6	9	-2	7	-3	-1.4
O=C(c1cc(-c2cccnc2)nc2ccc(Cl)cc12)N1CCC2(CC1)OCCO2	-1	-8	3	-3	-3	-17	-3	-1	-3.6
Cc1ccc(OP2(=O)Nc3cc(C)c(C)cc3S2)cc1 (stereo not drawn)	x	13	-1	0	-8	-4	4	0	-1.1
O=C1NC(=S)NC(=O)C1C1CCCCC1	12	5	0	5	0	-8	4	-1	-1.8
CCC(=O)N1N=C(c2c(O)n(CCc3ccccc3)c(=O)[nH]c2=O)CC1c1ccc(OC)c(OC)c1 (stereo not drawn)	-2	-1	0	-1	6	16	0	-1	0.0
CN(C(=O)Oc1ccc(C(C)(C)C)cc1)c1ccccc1	-2	-13	0	-2	2	-15	6	-3	-1.1
Cc1cc(/C=C2\C(=O)NC(=O)N(c3cccc(Br)c3)C2=O)c(C)n1C	0	-1	3	5	-4	-159	0	-1	97*
OCCOc1ccccc1	-3	0	2	6	-9	-8	7	3	0.1
COc1ccc2nc(-c3ccc(CN4CCC(n5c(=O)[nH]c6ccccc65)CC4)cc3)c(-c3ccccc3)nc2c1	x	-20	10	-9	12	x	18	21	x
CCOC(=O)CC1c2ccccc2-n2nncc2CN1C (stereo not drawn)	x	-4	0	-4	8	16	4	0	0.4
O=c1[nH]c(=S)[nH]c(O)c1N=Nc1cc(S(=O)(=O)Nc2ccc(Cl)cc2)ccc1Cl	6	-4	0	-5	11	2	6	3	0.0
C[C@]12CCC3C(CC[C@H]4C[C@@H](O)CC[C@]34C)C1C[C@H](Br)[C@@H]2O (stereo partly drawn)	7	-5	10	-1	-4	x	4	2	x
Clc1ccc(CCC(Cn2ccnc2)Sc2c(Cl)cccc2Cl)cc1 (stereo not drawn)	5	-15	0	-8	5	-4	9	-1	3.8
O=C(COC(=O)Cc1ccccc1)NCCNC(=O)COC(=O)Cc1ccccc1	0	-1	1	0	-5	15	1	3	-2.7
O=P1(N(CCCl)CCCl)NCCCO1 (stereo not drawn)	2	2	0	4	-17	3	-4	0	1.2
Next entries follow:
SMILES	IDE cell inh	CHRM5 PAM	CHRM4 agonist	M4 PAM	M4 antag	CRFR2-BP antag	CHRM5 antagonist	M5 ag	CRFBP-R2 agonist
Cc1ccc2nc(-c3ccncc3)cc(C(=O)N3CCC4(CC3)OCCO4)c2c1	-1	-11	11	-6	12	-2	11	3	1.1
CCOC(=O)C1(CCc2ccccc2)CCN(C2CCSCC2)CC1	2	-16	3	-13	0	-1	10	-7	0.4
Cn1c(O)c(/C=N/NC(=O)c2ccncc2)c(=O)n(C)c1=S	3	1	0	1	2	2	0	0	11
CCCCn1c(O)c(C(CC)=NCc2ccco2)c(=O)[nH]c1=O	2	-1	2	5	-1	-16	0	4	-1.0
C[C@]12CC[C@H](O)CC1=C([N+](=O)[O-])CC1C2CC[C@@]2(C)C1CC[C@@H]2O (stereo partly drawn)	1	-5	3	0	-2	-21	6	1	-0.1
CCNC(=O)NC(=O)C(C)OC(=O)c1c(C)nn(Cc2ccccc2)c1Cl (stereo not drawn)	2	1	-1	7	-4	-11	-3	-3	-1.4
CN1CCC(N(C)c2nc(-c3ccccc3)nc3ccccc23)CC1	-4	-3	3	10	-4	-21	4	2	6.2
Cc1nc2ccccc2c(=O)n1-c1ccc(-c2ccccc2)cc1	5	-16	17	-14	-15	-6	11	-2	-9.0
S=P(NC1CCCCC1)(N1CC1)N1CC1	4	-6	0	0	4	-3	18	-1	-0.4

By substructure: the entries above with an NH in an aromatic ring
SMILES	IDE cell inh	CHRM5 PAM	CHRM4 agonist	M4 PAM	M4 antag	CRFR2-BP antag	CHRM5 antagonist	M5 ag	CRFBP-R2 agonist
CCCCn1c(O)c(C(C)=NCCCn2ccnc2)c(=O)[nH]c1=O	3	2	0	-3	4	18	-2	-2	-0.3
CC(=O)N1CCN(CCN=Cc2c(O)n(-c3ccc(C)cc3)c(=S)[nH]c2=O)CC1	-1	0	0	-2	6	8	6	-3	-0.3
CN1CCN(/N=C/c2c(O)n(Cc3ccc(F)cc3)c(=O)[nH]c2=O)CC1	-3	4	1	0	0	9	-4	-4	-2.6
CCCCn1c(O)c(C(CC)=Nc2ccc(OCC)cc2)c(=O)[nH]c1=O	2	1	0	0	1	-10	5	-2	0.1
CCC(=O)N1N=C(c2c(O)n(CCc3ccccc3)c(=O)[nH]c2=O)CC1c1ccc(OC)c(OC)c1 (stereo not drawn)	-2	-1	0	-1	6	16	0	-1	0.0
COc1ccc2nc(-c3ccc(CN4CCC(n5c(=O)[nH]c6ccccc65)CC4)cc3)c(-c3ccccc3)nc2c1	x	-20	10	-9	12	x	18	21	x
O=c1[nH]c(=S)[nH]c(O)c1N=Nc1cc(S(=O)(=O)Nc2ccc(Cl)cc2)ccc1Cl	6	-4	0	-5	11	2	6	3	0.0
CCCCn1c(O)c(C(CC)=NCc2ccco2)c(=O)[nH]c1=O	2	-1	2	5	-1	-16	0	4	-1.0

Fetched one by one from the list above:
SMILES	IDE cell inh	CHRM5 PAM	CHRM4 agonist	M4 PAM	M4 antag	CRFR2-BP antag	CHRM5 antagonist	M5 ag	CRFBP-R2 agonist
Cc1ccc2nc(-c3ccncc3)cc(C(=O)N3CCC4(CC3)OCCO4)c2c1	-1	-11	11	-6	12	-2	11	3	1.1
CCOC(=O)C1(CCc2ccccc2)CCN(C2CCSCC2)CC1	2	-16	3	-13	0	-1	10	-7	0.4
Cc1nc2ccccc2c(=O)n1-c1ccc(-c2ccccc2)cc1	5	-16	17	-14	-15	-6	11	-2	-9.0

A portion of the library; rates above refer to the full screens.
